# Screening data deposited in PubChem BioAssay by Broad Institute.
# T cruzi intra: inhibitors of intracellular Trypanosoma cruzi, primary screen, cell-based, plate reader, single point, set 2. intracellular Trypanosoma cruzi in host cells. activity score (inhibition), % at 5.01 µM. 4.9% of 22,000 active. AID 651903, 2012; in the data active = activity score above about 55%;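 also: parasites and compound incubated about four days before reading; 0% = median of neutral control wells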
# INS-1E ATP HTS: protection of INS-1E cells from cytokine death, primary screen, ATP luminescence, single point; protection from cytokine-induced ATP loss, % at 10 µM; AID 488910, 2010; INS-1E cytokine-induced death, 48 h; normalised: neutral wells 0, positive control 100; 0.1% of 20,000 active;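 active = mean replicate protection from cytokine-induced ATP loss at least 50% and at least 75% of replicates each reaching 50%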
#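 assay system = INS-1E rat insulinoma cells | amount = 8000 cells per well | medium = phenol-red-free RPMI with 5% fetal bovine serum | doses = one compound concentration, pin transfer | timing = 48 h cytokine plus compound treatment, 10 min reagent incubation | also added = IL-1β, TNF-α and IFN-γ cytokine mix | signal = CellTiter-Glo luminescence measuring cellular ATP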
# * hit, by the source's call; . = not tested or not shown.
# The line under a structure holds: INS-1E ATP HTS	T cruzi intra
- C[C@@H]1CN([C@@H](C)CO)C(=O)Cc2cc(NS(=O)(=O)c3ccccc3)ccc2O[C@@H]1CN(C)S(=O)(=O)c1ccc(F)cc1
  -13.2	19.6
- COc1ccc(NC(=O)N(C)C[C@@H]2Oc3ccc(NS(=O)(=O)c4cccs4)cc3C(=O)N([C@@H](C)CO)C[C@H]2C)cc1
  -0.5	-9.8
- C[C@H](CO)N1C[C@H](C)[C@H](CN(C)S(=O)(=O)c2cccs2)Oc2ncc(/C=C/c3ccccc3)cc2C1=O
  .	50.4
- C[C@H](CO)N1C[C@H](C)[C@H](CN(C)C(=O)Nc2ccc(C(F)(F)F)cc2)Oc2c(NS(=O)(=O)c3ccc(Cl)cc3)cccc2C1=O
  -11.7	16.6
- C[C@H](CO)N1C[C@H](C)[C@H](CN(C)S(=O)(=O)c2ccc(Cl)cc2)Oc2ccc(NC(=O)Nc3ccc(F)cc3)cc2C1=O
  .	32.4
- C[C@@H]1CN([C@H](C)CO)C(=O)c2cccc(NC(=O)Nc3ccc(C(F)(F)F)cc3)c2O[C@@H]1CN(C)Cc1ccc(Oc2ccccc2)cc1
  -53.9	79.1*
- CC(C)NC(=O)N(C)C[C@H]1Oc2c(NC(=O)C3CC3)cccc2C(=O)N([C@H](C)CO)C[C@H]1C
  13.5	-10.1
- C[C@@H]1CN([C@H](C)CO)C(=O)c2cc(NC(=O)CCCN(C)C)ccc2O[C@H]1CN(C)Cc1ccc(C(=O)O)cc1
  4.1	0.5
- C[C@H]1CN([C@@H](C)CO)C(=O)Cc2cc(NC(=O)NC3CCCCC3)ccc2O[C@H]1CN(C)S(=O)(=O)c1ccc(F)cc1
  -4.3	-8.8
- COc1ccc(S(=O)(=O)N(C)C[C@@H]2OCCCC[C@@H](C)Oc3ccc(NS(=O)(=O)c4ccc(C)cc4)cc3C(=O)N([C@H](C)CO)C[C@@H]2C)cc1
  -11.0	16.7
- C[C@H]1CN([C@@H](C)CO)C(=O)c2cc(NS(=O)(=O)c3ccccc3)ccc2O[C@H]1CN(C)S(C)(=O)=O
  -2.7	-7.5
- C[C@H]1CN([C@@H](C)CO)C(=O)c2cc(NC(=O)Nc3ccc(C(F)(F)F)cc3)ccc2O[C@@H]1CN(C)Cc1ccc(C(=O)O)cc1
  9.1	-2.3
- CNC[C@H]1Oc2ccc(NC(=O)CCC(F)(F)F)cc2C(=O)N([C@H](C)CO)C[C@@H]1C
  5.5	-15.7
- COc1ccc(NC(=O)N(C)C[C@@H]2OCCCC[C@@H](C)Oc3ccc(NC(=O)c4ccncc4)cc3C(=O)N([C@H](C)CO)C[C@@H]2C)cc1
  2.8	-5.5
- C[C@@H]1CN([C@H](C)CO)C(=O)c2cccc(NC(=O)c3nc4ccccc4s3)c2O[C@@H]1CN(C)C(=O)NC1CCCCC1
  -6.1	14.6
- C[C@H](CO)N1C[C@H](C)[C@H](CN(C)C(=O)Nc2ccc(F)cc2)Oc2c(NS(=O)(=O)c3ccc(Cl)cc3)cccc2C1=O
  -0.4	3.5
- COc1ccc(NC(=O)N(C)C[C@@H]2Oc3ccc(NC(=O)c4ccncc4)cc3CC(=O)N([C@@H](C)CO)C[C@@H]2C)cc1
  -1.3	5.2
- COc1ccc(NC(=O)Nc2ccc3c(c2)CC(=O)N([C@H](C)CO)C[C@@H](C)[C@H](CN(C)S(=O)(=O)c2ccccc2)O3)cc1
  1.6	-9.9
- COc1ccc(CN(C)C[C@H]2Oc3ccc(NC(=O)Cc4ccccc4)cc3CC(=O)N([C@@H](C)CO)C[C@@H]2C)cc1
  7.8	71.7*
- C[C@@H]1CN([C@H](C)CO)C(=O)Cc2cc(NC(=O)Cc3cn(C)c4ccccc34)ccc2O[C@@H]1CN(C)S(=O)(=O)c1cccs1
  -6.8	16.5
- C[C@@H]1CN([C@H](C)CO)C(=O)Cc2cc(NC(=O)Nc3cccc4ccccc34)ccc2O[C@H]1CN(C)C(=O)Nc1ccc(F)cc1
  6.5	-4.4
- C[C@H](CO)N1C[C@H](C)[C@H](CN(C)C(=O)Nc2ccc(-c3cccs3)cc2)OCc2cnnn2CCCC1=O
  0.7	-30.9
- C[C@@H]1CCCCO[C@@H](CN(C)C(=O)CCCN(C)C)[C@@H](C)CN([C@H](C)CO)C(=O)c2cc(NC(=O)NC3CCCCC3)ccc2O1
  1.9	-10.8
- COc1ccc(CN(C)C[C@H]2Oc3c(NC(=O)NC4CCCCC4)cccc3C(=O)N([C@@H](C)CO)C[C@H]2C)cc1
  -10.6	10.0
- C[C@H]1CN([C@@H](C)CO)C(=O)c2cccc(NC(=O)c3ccc(-c4nccs4)cc3)c2O[C@H]1CN(C)C(=O)Nc1ccc(F)cc1
  3.5	-3.3
- Cc1ccc(S(=O)(=O)Nc2ccc3c(c2)CC(=O)N([C@H](C)CO)C[C@H](C)[C@H](CN(C)Cc2ccccc2)O3)cc1
  -9.0	41.5
- C[C@@H]1CCCCO[C@H](CN(C)S(=O)(=O)c2ccc(Cl)cc2)[C@@H](C)CN([C@H](C)CO)C(=O)c2cc(NC(=O)Nc3ccc(C(F)(F)F)cc3)ccc2O1
  -52.5	70.6*
- CNC[C@@H]1Oc2ccc(NC(=O)C3CC3)cc2C(=O)N([C@@H](C)CO)C[C@H]1C
  0.4	2.4
- C[C@H]1CN([C@@H](C)CO)C(=O)c2cc(NS(C)(=O)=O)ccc2O[C@@H]1CN(C)C(=O)Nc1cccc2ccccc12
  .	-14.8
- Cc1noc(C)c1NC(=O)Nc1ccc2c(c1)CC(=O)N([C@H](C)CO)C[C@@H](C)[C@@H](CN(C)C)O2
  21.1	-25.9
- CC(C)NC(=O)N(C)C[C@@H]1OCc2cn(nn2)CCCC(=O)N([C@H](C)CO)C[C@@H]1C
  2.1	-25.2
- C[C@H]1CN([C@@H](C)CO)C(=O)c2cc(NS(=O)(=O)c3cn(C)cn3)ccc2O[C@H]1CN(C)CC1CC1
  7.5	-20.8
- C[C@@H]1CN([C@@H](C)CO)C(=O)c2cc(NC(=O)c3ccncc3)ccc2O[C@H]1CN(C)Cc1ccccc1
  0.1	-2.8
- CC(C)NC(=O)Nc1cccc2c1O[C@H](CN(C)S(C)(=O)=O)[C@H](C)CN([C@@H](C)CO)C2=O
  6.9	-29.1
- C[C@H]1CN([C@@H](C)CO)C(=O)c2cc(NC(=O)Nc3ccc4c(c3)OCO4)ccc2O[C@H]1CN(C)Cc1ccc(Oc2ccccc2)cc1
  -18.9	3.1
- C[C@@H]1CN([C@H](C)CO)C(=O)CCCn2nncc2CO[C@@H]1CN(C)S(=O)(=O)c1ccc2c(c1)OCCCO2
  .	5.5
- C[C@H]1CN([C@@H](C)CO)C(=O)Cc2cc(NC(=O)Nc3ccc4c(c3)OCO4)ccc2O[C@@H]1CN(C)Cc1ccc(C(=O)Nc2ccccc2N)cc1
  -9.7	55.8*
- C[C@@H]1CN([C@@H](C)CO)C(=O)c2cc(NC(=O)Nc3ccccc3)ccc2O[C@H]1CN(C)Cc1ccncc1
  4.4	4.9
- Cc1noc(C)c1NC(=O)N(C)C[C@H]1OCCCC[C@@H](C)Oc2ccc(NS(=O)(=O)c3ccccc3)cc2C(=O)N([C@H](C)CO)C[C@@H]1C
  5.4	11.9
- C[C@@H]1CN([C@@H](C)CO)C(=O)c2cc(NC(=O)c3ccncc3)ccc2O[C@@H]1CN(C)C
  3.2	12.9
- CNC[C@@H]1Oc2c(NS(=O)(=O)c3c(C)noc3C)cccc2C(=O)N([C@H](C)CO)C[C@@H]1C
  3.6	-4.0
- COc1ccc(NC(=O)N(C)C[C@H]2Oc3ccc(N(C)C)cc3CC(=O)N([C@@H](C)CO)C[C@@H]2C)cc1
  3.8	-11.5
- C[C@@H]1CCCCO[C@@H](CN(C)C(=O)c2ccccc2)[C@@H](C)CN([C@H](C)CO)C(=O)c2cc(NC(=O)Nc3cccc4ccccc34)ccc2O1
  -6.4	7.6
- CCOc1cccc(/C=N/NC(=O)CCCCCCC(=O)Nc2ccccc2O)c1OCC
  -6.0	-3.2
- Cc1ccsc1/C=N/NC(=O)c1cccc(C(=O)NO)c1
  1.4	-16.4

# Part of the list above, with each value named:
SMILES: CNC[C@@H]1Oc2c(NS(=O)(=O)c3c(C)noc3C)cccc2C(=O)N([C@H](C)CO)C[C@@H]1C
  INS-1E ATP HTS = 3.6
  T cruzi intra = -4.0
SMILES: C[C@H]1CN([C@@H](C)CO)C(=O)c2cc(NS(=O)(=O)c3cn(C)cn3)ccc2O[C@H]1CN(C)CC1CC1
  INS-1E ATP HTS = 7.5
  T cruzi intra = -20.8

# In the list so far, these contain a COOH group.
# The line under a structure holds: INS-1E ATP HTS	T cruzi intra
- C[C@@H]1CN([C@H](C)CO)C(=O)c2cc(NC(=O)CCCN(C)C)ccc2O[C@H]1CN(C)Cc1ccc(C(=O)O)cc1
  4.1	0.5
- C[C@H]1CN([C@@H](C)CO)C(=O)c2cc(NC(=O)Nc3ccc(C(F)(F)F)cc3)ccc2O[C@@H]1CN(C)Cc1ccc(C(=O)O)cc1
  9.1	-2.3

# (more compounds)
# The line under a structure holds: INS-1E ATP HTS	T cruzi intra
- C[C@@H]1CN([C@H](C)CO)C(=O)CCCn2cc(nn2)CO[C@H]1CN(C)S(=O)(=O)c1ccc(Oc2ccccc2)nc1
  .	-0.3
- C[C@H](CO)N1C[C@H](C)[C@@H](CN(C)S(C)(=O)=O)Oc2ccc(NC(=O)CCCN(C)C)cc2C1=O
  10.8	-10.3
- Cc1noc(C)c1NC(=O)Nc1ccc2c(c1)CC(=O)N([C@H](C)CO)C[C@H](C)[C@H](CN(C)C(=O)NC1CCCCC1)O2
  19.4	-16.6
- C[C@@H]1CN([C@@H](C)CO)C(=O)Cc2cc(NC(=O)c3ccncc3)ccc2O[C@@H]1CN(C)C(=O)NC1CCCCC1
  3.1	-15.4
- Cc1noc(C)c1S(=O)(=O)Nc1ccc2c(c1)CC(=O)N([C@@H](C)CO)C[C@H](C)[C@H](CN(C)S(=O)(=O)c1ccc(F)cc1)O2
  5.7	-7.9
- C[C@H](CO)N1C[C@H](C)[C@H](CN(C)Cc2ccncc2)Oc2ncc(C#CC(C)(C)O)cc2C1=O
  .	6.9
- COc1ccc(S(=O)(=O)Nc2ccc3c(c2)CC(=O)N([C@@H](C)CO)C[C@H](C)[C@@H](CN(C)Cc2ccc(C(=O)Nc4ccccc4N)cc2)O3)cc1
  1.5	57.7*
- COc1ccc(NC(=O)N(C)C[C@H]2Oc3c(NC(=O)c4cnccn4)cccc3C(=O)N([C@H](C)CO)C[C@@H]2C)cc1
  4.6	11.0
- C[C@@H]1CN([C@@H](C)CO)C(=O)c2cc(NC(=O)Nc3ccc4c(c3)OCO4)ccc2O[C@H]1CN(C)Cc1ccc2c(c1)OCO2
  -8.8	8.8
- C[C@@H]1CN([C@@H](C)CO)C(=O)c2cc(NC(=O)Nc3ccccc3)ccc2O[C@@H]1CN(C)S(=O)(=O)c1ccc(Cl)cc1
  -1.4	22.6
- C[C@@H]1CN([C@H](C)CO)C(=O)c2cc(NS(=O)(=O)c3ccccc3)ccc2O[C@H]1CN(C)Cc1ccc(Oc2ccccc2)cc1
  -13.4	23.4
- C[C@@H]1CN([C@H](C)CO)C(=O)c2cc(NC(=O)Cn3cnnn3)ccc2O[C@@H]1CN(C)C(=O)Nc1ccc(F)cc1
  7.1	-4.9
- C[C@H]1CN([C@@H](C)CO)C(=O)c2cc(NS(=O)(=O)c3cn(C)cn3)ccc2O[C@H]1CN(C)C(=O)Nc1ccc(F)cc1
  2.5	-14.7
- COc1ccc(NC(=O)Nc2ccc3c(c2)CC(=O)N([C@H](C)CO)C[C@@H](C)[C@H](CN(C)S(=O)(=O)c2ccc(Cl)cc2)O3)cc1
  9.6	-4.3
- C[C@@H]1CN([C@H](C)CO)C(=O)c2cccc(NC(=O)NC3CCCCC3)c2O[C@H]1CN(C)C(=O)NC1CCCCC1
  7.4	-10.8
- COc1cccc(NC(=O)N(C)C[C@@H]2OCc3cn(nn3)CCCC(=O)N([C@H](C)CO)C[C@@H]2C)c1
  .	-22.3
- Cc1noc(C)c1NC(=O)Nc1ccc2c(c1)C(=O)N([C@H](C)CO)C[C@@H](C)[C@@H](CN(C)Cc1ccc(C(=O)Nc3ccccc3N)cc1)O2
  2.2	20.8
- C[C@@H]1CN([C@@H](C)CO)C(=O)CCCn2nncc2CO[C@@H]1CN(C)Cc1ccc2c(c1)OCO2
  .	-17.1
- C[C@H]1CN([C@@H](C)CO)C(=O)Cc2cc(NC(=O)c3ccncc3)ccc2O[C@@H]1CN(C)Cc1ccncc1
  0.7	10.8
- COc1ccc(S(=O)(=O)N(C)C[C@H]2OCCCC[C@@H](C)Oc3ccc(NS(=O)(=O)c4c(C)noc4C)cc3C(=O)N([C@H](C)CO)C[C@@H]2C)cc1
  -0.1	-4.1
- Cc1noc(C)c1S(=O)(=O)Nc1ccc2c(c1)CC(=O)N([C@@H](C)CO)C[C@H](C)[C@@H](CN(C)C(=O)Nc1ccc(F)cc1)O2
  -4.5	.
- COc1ccc(NC(=O)N(C)C[C@H]2Oc3c(NS(C)(=O)=O)cccc3C(=O)N([C@H](C)CO)C[C@H]2C)cc1
  4.6	-19.1
- C[C@@H]1CN([C@@H](C)CO)C(=O)c2cccc(NC(=O)c3ccc(-c4nccs4)cc3)c2O[C@H]1CN(C)C(=O)Nc1cccc2ccccc12
  2.8	0.0
